MC4R antag cAMP = antagonists of human melanocortin 4 receptor (MC4R) | actives 0.48% (n = 360,000) | inhibition, % at 6.5 µM | MC4R-expressing cells, MTII-stimulated cAMP, LANCE TR-FRET;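 active means inhibition above its plate's cutoff, the mean of tested wells on that plate plus 3 SD, cut at about 29% in these data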;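 further: 0% = Melanotan II alone and 100% = Melanotan II plus saturating MCL0020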
Target sequence (P32245 whole entry, looked up): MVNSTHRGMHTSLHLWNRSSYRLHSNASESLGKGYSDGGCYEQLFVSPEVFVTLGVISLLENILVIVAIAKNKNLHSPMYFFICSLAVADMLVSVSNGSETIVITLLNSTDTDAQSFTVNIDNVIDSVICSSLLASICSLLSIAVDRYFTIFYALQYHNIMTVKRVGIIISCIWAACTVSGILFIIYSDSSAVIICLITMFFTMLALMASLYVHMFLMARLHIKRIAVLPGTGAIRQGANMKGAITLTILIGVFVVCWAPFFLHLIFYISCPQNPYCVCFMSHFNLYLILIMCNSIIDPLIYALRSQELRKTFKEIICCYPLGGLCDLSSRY
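System: U2OS cells stably expressing human melanocortin 4 receptor (MC4R). Reagent: Melanotan II challenge after compound preincubation. Doses: 6.5 µM. Times: 30-min compound, 1-h challenge, 1-h detection, room temperature. Measured by: TR-FRET with Eu-cAMP and labeled anti-cAMP, 671 nm. Replicates: singlicate.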
TLR9-MyD88 inh = TLR9-MyD88 interaction inhibition. Q9NR96+Q99836. CHO BLA complementation TLR9-MyD88, CCF4 FRET ratio. inhibition, % at 4.98 µM. actives 0.21% (n = 340,000). AID 504734;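 active means inhibition above the mean over all tested compounds plus 3 SD, cut at about 21% in these data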;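 further: 0% = DMSO only wells and 100% = clavulanate BLA inhibitor control wells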
NOD2-RIPK2 inh = blocks binding of human NOD2 to RIPK2. O43353. CHO BLA complementation NOD2-RIPK2, CCF4 ratio. inhibition, % at 4.98 µM. actives 0.38% (n = 360,000); in the data active means inhibition above about 21%;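 further: 0% = vehicle only and 100% = reference blocker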
Target sequence (O43353 whole entry, looked up): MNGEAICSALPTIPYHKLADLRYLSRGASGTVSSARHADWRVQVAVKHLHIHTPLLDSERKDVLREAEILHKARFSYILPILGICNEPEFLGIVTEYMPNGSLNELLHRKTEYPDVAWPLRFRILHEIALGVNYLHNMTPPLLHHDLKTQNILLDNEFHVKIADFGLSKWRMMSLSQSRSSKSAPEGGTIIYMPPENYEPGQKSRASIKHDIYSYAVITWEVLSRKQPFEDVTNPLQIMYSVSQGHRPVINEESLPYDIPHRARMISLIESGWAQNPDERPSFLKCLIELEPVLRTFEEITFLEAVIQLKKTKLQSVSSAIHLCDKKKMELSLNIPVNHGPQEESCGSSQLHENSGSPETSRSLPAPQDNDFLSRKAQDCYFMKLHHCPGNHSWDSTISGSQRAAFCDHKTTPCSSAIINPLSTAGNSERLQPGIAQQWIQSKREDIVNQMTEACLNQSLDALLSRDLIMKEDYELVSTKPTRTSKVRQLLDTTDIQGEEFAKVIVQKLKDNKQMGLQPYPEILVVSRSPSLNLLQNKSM
N-glyco inh = N-linked glycosylation inhibition; actives 0.23% (n = 360,000); reporter increase, % at 12.5 µM; AID 588692; D54 ERlucT glycosylation luciferase reporter, 24 h; percent of 100 nM tunicamycin response;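 active means mean luciferase reporter signal, scaled so untreated is 0 and the glycosylation-blocking control 100, at or above a set limit in every replicate; inconclusive means mean reaches the limit but not every replicate does; inactive means mean below the limit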;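 further: luciferase carries N-glycosylation sites so blocking glycosylation raises the light; 0% = median of neutral control wells and 100% = median of 100 nM tunicamycin wells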
ABCB6 inh 2 = human ABCB6 transporter inhibition; AID 602162; actives 0.19% (n = 360,000); K562-ABCB6 porphyrin accumulation, flow cytometry, 1 h; active compounds read low; Q9NP58; fluorescence ratio to DMSO, % at 10 µM;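 active means fluorescence ratio to DMSO below 75%, the collection mean minus 3 SD; inconclusive means too few cells collected in the well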;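 further: signal is porphyrin accumulated inside mitochondria; 100% equals median channel fluorescence of DMSO control wells; lower ratio means ABCB6 inhibition with less porphyrin fluorescence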
Vif inh = inhibitors of HIV Vif | HEK293T cells, Vif self-association by quenched fluorescence, imaging, 24 h | inhibition, % at 7.49 µM | actives 0.35% (n = 340,000) | AID 602346; in the data active means inhibition above about 50%, passing the limit was not always enough; inconclusive means no clear call, values can overlap the other calls; inactive means below about 31%; further: some results filed as inactive read as strong as hits
Granule exo inh = lytic granule exocytosis inhibition; inhibition, % at 10 µM; actives 0.66% (n = 360,000); TALL-104 LAMP-1 surface exposure, flow cytometry; cells stimulated with thapsigargin and PMA;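 active means inhibition above about 55%, limit read from the data; inconclusive means no clear call, values can overlap the other calls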
ABHD5 PLIN5 PPI = inhibitors of human ABHD5-perilipin-5 interaction | Q00G26+Q8WTS1 | Split G. princeps luciferase complementation, luminescence, 4 h | inhibition, % at 4 µM | actives 0.78% (n = 360,000);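 active means inhibition above the mean inhibition across every tested compound plus 3 SD, cut at about 22% in these data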;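 further: 0% = DMSO only wells and the 100% control is not disclosed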
aDG glyco act = increases alpha dystroglycan glycosylation. AID 624168. activation, % at 10 µM. actives 0.22% (n = 360,000). Pro5-aDG cells, alpha-DG glycosylation AlphaScreen (IIH6); 0% Pro5, 100% B10-LARGE cell signal;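 active means activation of at least 8% versus controls, or a plate z-score of at least 8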;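 further: Pro5 are CHO cells carrying HIG-tagged alpha-DG that lacks glycosylation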
MC4R ag barr = agonists of human melanocortin 4 receptor (MC4R) beta-arrestin. activation, % at 8.9 µM. AID 540308. U2OS MC4R beta-arrestin complementation, luminescence; percent of melanotan II response, DMSO zero. actives 0.98% (n = 360,000). P32245;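 active means activation above a per-plate cutoff, the mean activation of sample wells on that plate plus 3 SD, cut at about 8% in these data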
* = called active by the depositor; ? = inconclusive; · = no result given. These rows are one share of the data; the hit share may differ from the screen's.

SMILES	MC4R antag cAMP	TLR9-MyD88 inh	NOD2-RIPK2 inh	N-glyco inh	ABCB6 inh 2	Vif inh	Granule exo inh	ABHD5 PLIN5 PPI	aDG glyco act	MC4R ag barr
COc1cc2c(cc1O)[C@@H]1Cc3ccc(OC)c(O)c3CN1CC2	-3	9	-1	11	94	-10	3	-10	-0.2	-0.9
CCCCCCCCC(=O)NCc1ccc(O)c(OC)c1	-1	7	-5	0	101	-2	-7	-5	-0.1	0.4
COc1cccc(CC(=O)N(C)C2CCCN(Cc3ccccc3F)C2)c1 (configuration not stated)	-2	-1	-10	-1	97	0	1	-1	0.1	0.5
CO[C@@H]1C=CC23c4cc5c(cc4CO[C@]2(O)CN(C)[C@H]3C1)OCO5 (some centres not stated)	5	-2	-22	-2	94	-3	4	11	-0.4	0.5
COC(=O)C1=C(c2ccc(F)cc2OCc2ccccc2)C[C@@H]2CC[C@H]1N2C(=O)NCc1cccc(C(F)(F)F)c1	6	-4	-4	-7	92	7	-1	-6	0.7	-0.7
Cc1ccc(N2C(=O)NC(=O)/C(=C/c3cnn(-c4ccc(C)cc4)c3)C2=O)cc1	5	-19	2	1	100	-5	46	7	0.0	1.9
O=c1[nH]c(O)c(Cc2ccc3c(c2)OCO3)c(=O)[nH]1	5	-3	-5	3	93	-1	-1	-1	-0.2	0.2
Cc1ccc2c(c1)CC1(CN2C)C(=O)NC(=O)N(c2ccc(C)c(C)c2)C1=O (configuration not stated)	3	-2	-12	2	95	10	-1	0	0.1	-1.4
O=C(COc1ccccc1)NCCc1cnc[nH]1	0	4	-7	1	94	-12	-6	3	0.0	-0.9
c1cncc(CNC2=NCCC2)c1	12	-3	-7	1	94	0	0	-1	-0.2	-0.8
O=C(Nc1cccc(Cl)c1)OCC#CCN1CCCC1	-1	-8	2	0	93	-4	10	3	0.1	-0.8
COC(=O)C1=C(c2ccc(C(C)=O)cc2)C[C@@H]2CC[C@H]1N2C(=O)NC1CC1	6	-8	1	0	99	0	6	-4	-0.1	-0.9
O=c1c(/C=N/N2CCOCC2)c(O)n(-c2ccccc2)c(=S)n1-c1ccccc1	-4	-2	-8	0	102	-1	-2	-9	0.3	-0.6
Cc1ccccc1NC(=O)Cc1nc(COC(=O)Cc2ccccc2)cs1	5	-8	-11	3	100	-7	-3	-14	0.5	-0.9
O=C1NC(=O)N(Cc2cccs2)C(=O)/C1=C/c1ccc(N2CCOCC2)cc1	1	0	2	3	119	-7	-1	10	-0.1	-1.1
CCCCN1C(=O)/C(=C\c2ccco2)C(=O)N(CCc2ccccc2)C1=O	5	-5	-2	2	106	0	-1	-9	0.0	-1.9
C=CCN1CCc2cccc3c2[C@H]1Cc1ccc(O)c(O)c1-3	-11	1	1	-1	102	-8	84*	2	0.0	-0.3
O=C(Nc1ccccc1OC(=O)N1CCCCC1)N1CCCCC1	5	0	-4	1	102	6	-2	7	-0.1	-0.6
COC(=O)C1=C(c2ccc(F)cc2OCc2ccccc2)C[C@@H]2CC[C@H]1N2C(=O)NCC1CC1	-2	-7	0	-1	97	-1	4	-2	0.4	0.5
O=C(Nc1ccccc1)N1CC2CC(C1)c1cccc(=O)n1C2 (configuration not stated)	5	-11	-13	3	98	-3	2	1	0.3	-1.0
C=C1C2C[C@@]3([C@@H]1O)[C@@H](C[C@@H]2O)[C@@]12C4[C@@H]3C[C@@H]1[C@@](C)(CC[C@@H]2O)CN4CC	2	1	-6	2	104	8	-1	4	0.3	0.9
O=C1C2CCCN2C(c2ccc(Cl)c(Cl)c2)N1c1ccccn1 (configuration not stated)	5	-1	-1	·	97	·	2	-3	7.0*	-2.9
O=C(c1ccc(Cl)cc1)C1CCCN(Cc2cccc3ncccc23)C1 (configuration not stated)	-3	-1	3	-2	94	1	-1	-4	0.7	0.7
COC(=O)C1=C(C(=O)OC)C2OC1c1cc3ccccc3cc12	10	18	88*	-21	97	28	5	81*	-0.4	-1.7
CCOc1ccc(-c2cc(C(=O)N3CCC4(CC3)OCCO4)c3ccccc3n2)cc1	7	-7	-6	-10	95	1	-3	-5	-0.2	1.6

2 compounds from above with just aDG glyco act:
SMILES	aDG glyco act
Cc1ccc(N2C(=O)NC(=O)/C(=C/c3cnn(-c4ccc(C)cc4)c3)C2=O)cc1	0.0
COC(=O)C1=C(c2ccc(C(C)=O)cc2)C[C@@H]2CC[C@H]1N2C(=O)NC1CC1	-0.1

Additional compounds follow:
SMILES	MC4R antag cAMP	TLR9-MyD88 inh	NOD2-RIPK2 inh	N-glyco inh	ABCB6 inh 2	Vif inh	Granule exo inh	ABHD5 PLIN5 PPI	aDG glyco act	MC4R ag barr
O=[N+]([O-])c1ccc(N2CCOCC2)c2c1no[n+]2[O-]	21	1	-2	-18	112	106*	22	6	-0.4	-0.7
C[C@]12CC[C@H](O)C[C@H]1CC[C@@H]1[C@@H]2CC[C@]2(C)C(=O)CC[C@@H]12	-2	-1	8	0	105	?	-1	-2	-0.2	-0.6
COC(=O)C(NC(=S)N1CC2C[C@@H](C1)Cn1c2cccc1=O)C(C)C (some centres not stated)	4	12	2	3	100	15	7	12	-0.1	2.1
Cc1cc(C(=O)OCC(=O)Nc2ccc(F)cc2F)c(C)n1C1CC1	2	-12	3	2	100	-21	20	-4	-0.1	0.8
Cc1nc2ccccc2c(=O)n1-c1cc(F)ccc1F	-3	-2	-5	2	100	-11	-1	-2	-0.1	2.2
COC(=O)c1ccccc1-n1c(C)nc2ccccc2c1=O	11	-6	0	1	100	11	-6	0	0.0	0.3
FC(F)(F)c1ccc(CNCCc2ccc3c(c2)OCO3)cc1	2	0	-6	1	98	-2	-7	0	0.0	-1.6
Cc1cc(/C=C2/C(=O)NC(=O)N(C)C2=O)c(C)n1-c1ccccc1	-4	-8	2	-1	107	?	0	7	-0.1	0.4
C[C@@H]1C(=O)O[C@H]2[C@H](O)[C@]34[C@@H]5OC(=O)[C@]3(OC3OC(=O)[C@H](O)C34[C@H](C(C)(C)C)[C@@H]5O)[C@@]12O (some centres not stated)	5	5	-10	0	99	-2	0	0	0.1	-0.5
Cc1ccc2c(c1)CC1(CN2C)C(=O)NC(=O)N(c2cccc(C)c2C)C1=O (configuration not stated)	-2	-14	-1	2	100	5	1	-1	0.1	-1.6
CCOP(=O)(OCC)Oc1cc(C)c(N(C)C)c(C)c1	10	2	5	2	94	10	-10	-1	0.0	-0.9
[Cl][Pt+2][Cl].[NH-]C1CCCCC1[NH-] (configuration not stated)	16	-8	0	0	103	-7	5	36*	0.4	0.2
CCOc1cc2c(cc1OCC)-n1cccc1C(c1cccc(F)c1)NC2 (configuration not stated)	-4	2	7	-1	95	·	0	-6	0.1	3.3
CC(C)C(=O)Nc1ccc(S(=O)(=O)N2CC3CC(C2)c2cccc(=O)n2C3)cc1 (configuration not stated)	3	-5	-13	0	93	2	-2	-1	-0.2	-2.1
CC12CCC3C(CCC4CC(=O)CCC43C)C1CC(=NO)C2=O (configuration not stated)	-13	7	12	-1	111	8	19	2	0.0	-2.6
CN(C)c1ccc(C=C2C(=O)NC(=O)NC2=O)cc1[N+](=O)[O-]	7	-1	-8	1	97	20	-3	15	-0.1	-3.2
C=C[C@@H]1C[C@@]1(C)[C@@H](NP(=O)(c1ccccc1)c1ccccc1)c1ccccc1	1	-2	-6	-3	97	-3	-3	-3	0.4	0.6
O=C(CCc1nnc2ccc(NCc3ccc(F)cc3)nn12)N1CCC2(CC1)OCCO2	14	3	1	-2	102	-7	0	-2	0.2	-1.4
CC(C)CCn1c(=O)c(C(=O)NCc2ccc3c(c2)OCO3)c(O)c2ccccc21	15	9	-11	-4	106	12	-2	0	0.8	-1.3
c1cc(CCN2CCCC2)ccn1	4	0	-2	0	94	0	0	-7	0.0	0.1
COC(=O)C1=C(c2c(C)noc2C)C[C@@H]2CC[C@H]1N2C(=O)NC1CCCCC1	-1	0	-20	3	95	-4	-5	-4	-0.1	-2.1
COC(=O)C1=C(c2ccc(OC)c(OC)c2)C[C@@H]2CC[C@H]1N2C(=O)NCCNC(C)=O	-3	8	-7	2	97	-2	-6	-10	-0.1	0.3
Cc1nc2ccccc2c(=O)n1-c1c(Cl)cccc1Cl	5	-5	-1	3	93	-4	1	-9	0.0	3.0
CC/C(=N\N1CCCCCC1)c1c(O)n(-c2ccc(C)cc2)c(=O)[nH]c1=O	1	-1	-3	-3	97	5	-2	1	-0.1	-1.6
Cn1c(O)c(C=Nc2ccc(F)cc2)c(=O)[nH]c1=O	1	-3	-8	2	96	0	15	0	0.0	-0.2
Next part
SMILES	MC4R antag cAMP	TLR9-MyD88 inh	NOD2-RIPK2 inh	N-glyco inh	ABCB6 inh 2	Vif inh	Granule exo inh	ABHD5 PLIN5 PPI	aDG glyco act	MC4R ag barr
O=C(c1cccnc1)C1CCCN(Cc2nc(-c3cnccn3)no2)C1 (configuration not stated)	1	1	0	1	98	4	-9	-4	-0.1	-1.0
CSc1ccc(C(=O)C2CCCN(Cc3cc4ccccc4[nH]3)C2)cc1 (configuration not stated)	0	3	-4	-3	99	-13	6	0	0.3	2.9
COc1ccc(CN2CC3CC(C2)c2cccc(=O)n2C3)cc1OC (configuration not stated)	13	-4	-6	2	101	3	0	-9	0.0	2.9
O=C(Cc1ccccc1)N1CCN(CC2CC3C=CC2C3)CC1 (configuration not stated)	18	1	-4	1	99	-1	-1	0	-0.1	-2.8
Oc1ccc(/C=N/NP(=S)(c2ccccc2)c2ccccc2)cc1	4	-5	0	1	96	2	2	-3	-0.4	-0.9
Cc1ncc2n1-c1ccc(Cl)cc1C(c1ccccc1F)=NC2	6	-6	0	10	97	-8	0	10	0.4	0.1
O[C@H]1[C@H](O)[C@@H](O)CN2CC[C@H](O)[C@H]12	12	1	-7	-1	96	1	-4	1	-0.1	-1.2
O=C(CCN1CCOCC1)NCC(=O)Nc1ccc(Br)cc1C(=O)c1ccccc1	1	1	5	-1	70*	2	-2	-1	-0.3	-1.6
CSCCC(c1nnnn1-c1ccc2c(c1)OCCO2)N1CCC2(CC1)C(=O)NCN2c1ccccc1 (configuration not stated)	·	·	9	5	95	0	-4	-4	0.1	·
COc1ccc(C(c2nnnn2C(C)(C)C)N2CCC3(CC2)C(=O)NCN3c2ccccc2)cc1 (configuration not stated)	·	·	-6	1	99	9	0	-4	0.2	·
COC(=O)C1=C(c2cccc(OCc3ccccc3)c2)C[C@@H]2CC[C@H]1N2C(=O)NNCc1ccccc1	16	2	2	-4	90	-7	-15	0	0.2	0.2
CCc1ccccc1NC(=O)CNC1CCCCC1	7	5	-7	1	97	25	6	-2	0.6	-1.8
CC/C(=N\NC(N)=O)c1c(O)[nH]c(=O)[nH]c1=O	-1	15	-8	1	99	-5	-5	5	-0.1	-1.0
COc1ccc(N2CCN(CCCN)CC2)cc1	2	-2	-4	-1	85	6	0	-6	0.4	-0.7
COc1cc2c(cc1OC)-c1c3c(cc4c1[C@@H](C2)N(C)CC4)OCO3	-6	-8	-1	·	101	-3	-1	3	-0.3	-0.9
O=C1NC(=S)N(c2ccccc2)C(=O)/C1=C/c1ccco1	4	2	-6	1	102	-1	2	-3	0.1	-1.2
